PG9 binder = PG9 antibody binding by small molecule. TR-FRET gp120-PG9 antibody binding. inhibition, % at 6.7 µM. actives 0.43% (n = 360,000). AID 624416; in the data active means inhibition above about 8.5%
TCR CD3 inh = inhibitors of human TCR-CD3 interaction; actives 0.37% (n = 360,000); inhibition, % at 9.4 µM; TAMRA-labeled TCR probe fluorescence, biochemical; in the data active means inhibition above about 19%;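 further: recombinant mutant TCR 2C K166C tagged with TAMRA read by polarization; 0% = receptor in buffer alone and 100% = receptor with positive control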
MBD2 DNA inh = blocks human MBD2 binding to methylated DNA; TR-FRET, MBD2 binding to methylated oligonucleotide; Q9UBB5; inhibition, % at 4.4 µM; actives 0.31% (n = 370,000); in the data active means inhibition above about 13%
NR1D1 modulator = modulators of human Rev-erb alpha DNA binding. P20393. Rev-erbα–FITC-DNA binding, fluorescence polarization, 90 min. activity, % at 10 µM. actives 0.79% (n = 370,000);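 active means activity above about 14%, limit read from the data; passing the limit was not always enough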;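 further: 0% = DMSO wells with 35 nM protein and 100% = DMSO wells with 750 nM protein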
Target sequence (P20393 whole entry, looked up): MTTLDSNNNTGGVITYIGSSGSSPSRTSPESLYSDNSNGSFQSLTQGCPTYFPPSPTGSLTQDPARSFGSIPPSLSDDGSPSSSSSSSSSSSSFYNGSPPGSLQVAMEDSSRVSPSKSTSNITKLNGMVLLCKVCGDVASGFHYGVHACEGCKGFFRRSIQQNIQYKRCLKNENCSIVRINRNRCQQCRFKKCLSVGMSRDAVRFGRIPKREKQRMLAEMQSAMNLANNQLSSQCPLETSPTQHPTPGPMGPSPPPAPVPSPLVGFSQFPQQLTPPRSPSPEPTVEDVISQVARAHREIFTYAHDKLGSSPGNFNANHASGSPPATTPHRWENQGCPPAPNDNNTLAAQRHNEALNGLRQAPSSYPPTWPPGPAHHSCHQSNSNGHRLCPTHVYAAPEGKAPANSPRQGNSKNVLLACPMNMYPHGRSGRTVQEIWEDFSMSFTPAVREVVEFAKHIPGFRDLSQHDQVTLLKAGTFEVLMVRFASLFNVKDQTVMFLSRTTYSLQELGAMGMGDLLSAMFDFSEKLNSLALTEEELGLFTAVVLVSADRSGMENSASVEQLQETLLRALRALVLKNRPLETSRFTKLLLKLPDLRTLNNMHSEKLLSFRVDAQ
ABHD4 inh = inhibitors of mouse ABHD4. inhibition, % at 8.92 µM. AID 720543. actives 0.54% (n = 370,000). purified mABHD4, FP-Rh probe fluorescence polarization;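 active means inhibition exceeding the mean over every tested compound plus 3 SD, cut at about 30% in these data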;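 further: 0% = plate median of compound wells and 100% = S159A mutant with DMSO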
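Test system: mouse ABHD4 enzyme, wild type. Reagent: FP-Rh fluorescent activity-based probe, added after compound pre-incubation. Timing: pre-incubation 45 min, probe exposure 60 min, at 25 °C. Technique: FP readout, ex 525 nm / em 598 nm. Benchmarks: high control S159A mutant with DMSO, low control median of compound wells.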
PRMT1 FP inh = inhibitors of human PRMT1; Q99873; recombinant PRMT1, activity-based probe fluorescence polarization; inhibition, % at 2.79 µM; actives 1.3% (n = 370,000);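 active means inhibition above about 21% made by adding two undisclosed values, limit read from the data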
UHRF1 MBD2 ctr = UHRF1 methyl-DNA binding inhibition. UHRF1 binding to methylated oligo, TR-FRET. inhibition, % at 4.4 µM. actives 0.75% (n = 370,000). AID 687016; in the data active means inhibition above about 21%;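 further: UHRF1 SRA domain binding a hemimethylated CpG hairpin DNA probe; 0% = median of test compound wells and 100% = reference inhibitor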
LEDGF integ inh = blocks HIV-1 LEDGF/p75-dependent DNA integration | TR-FRET IN-LEDGF/p75 DNA integration, Eu/Cy5 | inhibition, % at 3.7 µM | actives 0.64% (n = 370,000);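 active means inhibition above the screen-wide mean plus 3 SD, cut at about 13% in these data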;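 further: signal is the Cy5 over europium emission ratio at 671 and 618 nm; 0% = plate median of compound wells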
rCAG binder = molecules binding r(CAG) RNA repeats. r(CAG) RNA repeat, TO-PRO-1 dye displacement fluorescence. inhibition, % at 3 µM. actives 1.3% (n = 370,000). AID 651821;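 active means inhibition above the plate cutoff, the mean of all test compounds on that plate plus 3 SD, cut at about 35% in these data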;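 further: 0% = DMSO alone and 100% = 100 µM mitoxantrone as full dye displacement; higher means more dye released from RNA so lower well fluorescence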
HTRA1 inhibitor = blocks human HTRA1 serine peptidase | Q92743 | recombinant HTRA1, FP-rhodamine activity-based probe, fluorescence polarization | inhibition, % at 5.96 µM | actives 0.5% (n = 340,000) | AID 504803; in the data active means inhibition above about 36%;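 further: 0% = enzyme with DMSO and 100% = wells lacking enzyme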
Target sequence (Q92743 whole entry, looked up): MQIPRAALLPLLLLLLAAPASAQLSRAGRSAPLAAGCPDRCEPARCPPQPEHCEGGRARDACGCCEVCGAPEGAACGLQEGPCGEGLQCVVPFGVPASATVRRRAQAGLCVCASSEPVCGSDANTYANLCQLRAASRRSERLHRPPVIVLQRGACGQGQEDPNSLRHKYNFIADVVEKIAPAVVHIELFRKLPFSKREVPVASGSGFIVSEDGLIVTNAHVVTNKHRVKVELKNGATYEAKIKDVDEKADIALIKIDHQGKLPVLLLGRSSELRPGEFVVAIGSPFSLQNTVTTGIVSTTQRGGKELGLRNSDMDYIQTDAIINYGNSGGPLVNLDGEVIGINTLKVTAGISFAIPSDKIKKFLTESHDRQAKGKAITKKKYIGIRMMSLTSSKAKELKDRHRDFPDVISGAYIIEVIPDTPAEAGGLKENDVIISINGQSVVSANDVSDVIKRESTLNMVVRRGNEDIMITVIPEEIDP
An asterisk follows results filed as active; / = not tested or not shown.

(1) COc1ccc(-c2cc(C(=O)Nc3cc(Br)ccc3O)no2)cc1
(2) CCOC(=O)c1c(-c2ccc(C)cc2)csc1/N=C(\C)C1=C(O)c2ccccc2C1=O
(3) COc1ccc(NC(=O)CSc2nc(=O)n(CCN3CCOCC3)c3c2CCC3)cc1
(4) CCc1nnc(NC(=O)c2ccc(COc3cccc(C)c3)o2)s1
(5) O=C(c1cc2sccc2n1Cc1ccc(F)cc1)N1CCCc2ccccc21
(6) CCN(Cc1ccccc1)C(=O)COC(=O)Cc1c[nH]c2ccccc12
(7) COc1cccc(N2CCN(C(=O)c3oc4ccccc4c3NC(=O)CCc3cc(OC)no3)CC2)c1
(8) COc1ccc(/C=C2\SC(=O)N(CCC(=O)NC3CCS(=O)(=O)C3)C2=O)cc1 (configuration not stated)
Screen / compound no.	1	2	3	4	5	6	7	8
PG9 binder	-1.1	0.2	-1.3	1.3	-0.8	0.1	-1.7	-1.4
TCR CD3 inh	-3	-3	2	-4	3	4	-6	0
MBD2 DNA inh	3	1	1	-4	2	-3	-2	-1
NR1D1 modulator	1	-6	-1	6	1	2	-4	8
ABHD4 inh	-2	-2	-9	-8	-5	2	-2	0
PRMT1 FP inh	-3	0	-2	-4	-1	-1	-4	13
UHRF1 MBD2 ctr	1	-3	-1	-2	1	-1	1	-2
LEDGF integ inh	3	2	3	5	0	-3	4	-3
rCAG binder	3	0	-5	3	1	-4	0	-1
HTRA1 inhibitor	0	0	3	0	-35	-5	-11	7

(9) COc1ccccc1CN1CCN(Cc2nc(-c3ccccc3)no2)CC1
(10) CN(C)CCNC(=O)COc1cccc(Cl)c1
(11) CC(Oc1ccc(Cl)cc1Cl)C(=O)NC(Cc1ccccc1)C(=O)O (configuration not stated)
(12) Cc1ccc(NC(=O)CSc2ccc(-c3ccc(-n4cccn4)cc3)nn2)c(C)c1
(13) O=C(COC(=O)c1cccs1)Nc1nc(-c2ccccc2)cs1
(14) Fc1ccc(C2CCNCC2COc2ccc3c(c2)OCO3)cc1 (configuration not stated)
(15) Cc1ccc(SCC(=O)Nc2ccc(N3CCN(C)CC3)c(F)c2)cc1
(16) Cc1ccc(-n2c(C)c(C)c3c(NCCCO)ncnc32)cc1
Screen / compound no.	9	10	11	12	13	14	15	16
PG9 binder	-0.7	0.4	-2.0	-0.9	-1.8	-1.9	-1.7	-0.1
TCR CD3 inh	1	-5	3	1	6	-3	8	-2
MBD2 DNA inh	-1	2	-7	2	-3	-5	-3	3
NR1D1 modulator	-8	0	-2	-1	-1	6	-3	-2
ABHD4 inh	3	3	0	5	-8	0	6	2
PRMT1 FP inh	-6	2	4	-3	-2	-5	-1	0
UHRF1 MBD2 ctr	-1	2	-1	-2	0	1	0	1
LEDGF integ inh	5	5	-1	0	-2	3	-5	3
rCAG binder	-9	-3	6	2	4	10	1	0
HTRA1 inhibitor	-1	6	2	-6	-12	2	2	0

2 of the compounds above, in markdown.
| nr | SMILES | PG9 binder | TCR CD3 inh | MBD2 DNA inh | NR1D1 modulator | ABHD4 inh | PRMT1 FP inh | UHRF1 MBD2 ctr | LEDGF integ inh | rCAG binder | HTRA1 inhibitor |
| --- | --- | --- | --- | --- | --- | --- | --- | --- | --- | --- | --- |
| 8 | COc1ccc(/C=C2\SC(=O)N(CCC(=O)NC3CCS(=O)(=O)C3)C2=O)cc1 (configuration not stated) | -1.4 | 0 | -1 | 8 | 0 | 13 | -2 | -3 | -1 | 7 |
| 9 | COc1ccccc1CN1CCN(Cc2nc(-c3ccccc3)no2)CC1 | -0.7 | 1 | -1 | -8 | 3 | -6 | -1 | 5 | -9 | -1 |

Other compounds follow:
(17) C(=N\Nc1ncnc2ccccc12)/c1ccccc1
(18) CCn1c(CNC(=O)c2cccc(C)c2)nnc1SCC(=O)Nc1nnc(C)s1
(19) Cc1cc(C(=O)OCC(=O)NCc2cccs2)ccc1[N+](=O)[O-]
(20) Cc1ccccc1Cn1cnc2c(cnn2C(C)(C)C)c1=O
(21) CCC(=O)NCCNc1nc2cc(C)cc(C)c2cc1C#N
(22) O=S(=O)(Nc1ccc(Cl)cc1)c1cccc2cccnc12
(23) NC(=O)C1CCN(C(=O)c2ccco2)CC1
(24) COc1ccc(C(=O)CCC(=O)N2CCN(c3cc(C)ccc3C)CC2)cc1
Screen / compound no.	17	18	19	20	21	22	23	24
PG9 binder	-5.4	-0.5	3.3	0.6	-2.1	-0.5	1.4	-1.0
TCR CD3 inh	-6	5	-6	-6	7	7	-3	5
MBD2 DNA inh	-8	2	8	-2	0	-1	3	-3
NR1D1 modulator	7	-7	-9	-3	-2	7	-2	4
ABHD4 inh	1	2	1	-2	4	0	4	2
PRMT1 FP inh	-4	-4	-2	0	-4	-2	-6	-1
UHRF1 MBD2 ctr	-4	-1	0	3	-1	-2	0	-2
LEDGF integ inh	6	2	-3	1	-1	2	-3	2
rCAG binder	-2	0	3	-4	1	1	0	-9
HTRA1 inhibitor	7	6	0	-3	6	-29	6	-13

Entries by screen from the entries so far:
PRMT1 FP inh, nos. 5–8, in order: -1, -1, -4, 13
MBD2 DNA inh, nos. 5–8, in order: 2, -3, -2, -1

Compounds above that have a Cl atom:
(10) CN(C)CCNC(=O)COc1cccc(Cl)c1
(11) CC(Oc1ccc(Cl)cc1Cl)C(=O)NC(Cc1ccccc1)C(=O)O (configuration not stated)
(22) O=S(=O)(Nc1ccc(Cl)cc1)c1cccc2cccnc12
Screen / compound no.	10	11	22
PG9 binder	0.4	-2.0	-0.5
TCR CD3 inh	-5	3	7
MBD2 DNA inh	2	-7	-1
NR1D1 modulator	0	-2	7
ABHD4 inh	3	0	0
PRMT1 FP inh	2	4	-2
UHRF1 MBD2 ctr	2	-1	-2
LEDGF integ inh	5	-1	2
rCAG binder	-3	6	1
HTRA1 inhibitor	6	2	-29

The list goes on:
(25) Cc1noc(C)c1C(=O)OC(C)C(=O)NC(C)c1ccc(Cl)cc1Cl (configuration not stated)
(26) Clc1ccc(CSc2ncccn2)cc1
(27) Cc1ccc(C(=O)OCC(=O)NC2CC2)cc1S(=O)(=O)N1CCOCC1
(28) C=CCn1c(C)nnc1SCC(=O)Nc1oc(C)c2c(C)n[nH]c(=O)c12
(29) COc1cccc(Oc2cncnc2-c2ccc(OC)cc2O)c1
(30) CS(=O)(=O)N(CC(=O)N1CCOCC1)c1cc(C(F)(F)F)ccc1Cl
(31) O=C(CCNC(=O)c1ccccc1Cl)NNC(=O)c1ccccc1O
(32) NC(=O)C1CCN(C(=S)c2cccs2)CC1
Screen / compound no.	25	26	27	28	29	30	31	32
PG9 binder	-0.2	3.5	-1.5	0.3	1.4	-1.5	1.1	0.6
TCR CD3 inh	1	1	4	-10	-3	0	23*	0
MBD2 DNA inh	2	3	1	3	-4	0	3	-4
NR1D1 modulator	4	5	-7	2	-4	4	3	-1
ABHD4 inh	-4	0	6	-3	-17	1	-1	7
PRMT1 FP inh	-2	0	-8	1	-1	0	1	6
UHRF1 MBD2 ctr	-2	6	-1	1	3	0	34*	2
LEDGF integ inh	2	0	4	-1	0	-4	-11	-2
rCAG binder	1	-4	2	-6	3	-1	1	1
HTRA1 inhibitor	-6	3	9	-2	-20	0	0	6

(33) NC(=O)CC(NC(=O)Cc1cccc2ccccc12)c1ccc(N2CCC(Br)CC2)c([N+](=O)[O-])c1 (configuration not stated)
(34) Nc1nc(Sc2c([N+](=O)[O-])cc(C(F)(F)F)cc2[N+](=O)[O-])n[nH]1
(35) CC12CC(NC(=O)N1c1ccc(C(=O)N3CCN(c4ccc(F)cc4)CC3)cc1)c1ccccc1O2 (configuration not stated)
(36) CCN(CC)S(=O)(=O)c1ccc(N2CCCC2)c(NC(=O)c2c(-c3ccccc3)noc2C)c1
(37) CCN(C[C@H]1N[C@@](Cc2ccccc2)(C(=O)OC)[C@H]2C(=O)N(C)C(=O)[C@@H]12)C(C)=O
(38) CCc1cc(C(=O)NNC(=O)CCl)sc1C
(39) CCCCNC(=O)Cn1cnc([N+](=O)[O-])n1
(40) Cc1ccc(S(=O)(=O)Nc2ccccc2F)cc1C(=O)NNC(=O)c1csc(N2CCOCC2)n1
Screen / compound no.	33	34	35	36	37	38	39	40
PG9 binder	-0.6	-1.7	0.3	-1.0	-2.4	1.0	-1.2	1.2
TCR CD3 inh	-4	-1	-13	1	-1	-2	6	2
MBD2 DNA inh	5	-2	5	4	-5	7	1	0
NR1D1 modulator	3	-2	-1	-2	4	-2	5	-1
ABHD4 inh	-1	4	-11	-2	8	-7	5	0
PRMT1 FP inh	5	15	8	-3	3	12	0	1
UHRF1 MBD2 ctr	2	2	-1	-3	-2	3	0	-2
LEDGF integ inh	0	0	-3	1	0	-4	2	-5
rCAG binder	10	6	0	7	15	1	-1	13
HTRA1 inhibitor	-10	1	-1	-3	1	0	2	-1

(41) CCC(C)NC(=O)C1CCC(CNS(=O)(=O)c2ccc3c(c2)CC(C)N3C(=O)C2CC2)CC1 (configuration not stated)
(42) CCC(COC)NCc1cn(-c2ccc(F)cc2F)nc1-c1ccccc1C (configuration not stated)
(43) COc1ccc(-n2ncc3c(SCC(=O)NNC(C)=O)ncnc32)cc1
(44) COc1ccc(-c2nc3ccccc3nc2-c2ccc(OC)cc2)cc1
(45) O=C(C=Cc1ccccc1)CC(c1ccccc1)N1CCOCC1 (configuration not stated)
(46) C=CCOc1ccc(CNc2ccc(NC(=O)CCC)cc2)cc1OCC
(47) COc1ccccc1CN1CCC(CNS(=O)(=O)c2cc(-c3cc(C)no3)ccc2C)CC1
(48) CC(Sc1nnc(Cc2ccccc2)o1)C(=O)NC1(C#N)CCCCC1 (configuration not stated)
Screen / compound no.	41	42	43	44	45	46	47	48
PG9 binder	-0.7	0.3	-2.7	0.9	-0.8	-5.4	2.7	1.0
TCR CD3 inh	-2	4	7	7	-4	6	-5	1
MBD2 DNA inh	0	0	2	1	5	1	-7	2
NR1D1 modulator	4	4	-3	5	6	-1	-3	2
ABHD4 inh	-2	-1	-2	-13	2	-12	2	-2
PRMT1 FP inh	-2	-2	2	-1	8	2	0	4
UHRF1 MBD2 ctr	2	0	-1	-2	0	-1	-2	24*
LEDGF integ inh	0	3	1	1	0	3	-2	-10
rCAG binder	-5	-5	1	-2	0	-5	-4	1
HTRA1 inhibitor	-4	-2	-8	-21	-14	-1	0	1

(49) O=C(NC1CCCCC1)n1c(=O)oc2ccccc21
(50) CC1=Nn2c(nc(-c3ccccc3)c2-c2ccccc2)NC(=O)C1Br (configuration not stated)
(51) CCOC(=O)c1c(C)[nH]c(O)c1C=Nc1ccc(Cl)cc1
(52) CCOc1ccc(NC(=O)Cn2nc(C(N)=O)c3ccccc3c2=O)cc1S(=O)(=O)N1CCCC1
Screen / compound no.	49	50	51	52
PG9 binder	-1.4	-1.6	-4.0	-2.7
TCR CD3 inh	6	-4	12	2
MBD2 DNA inh	2	6	-6	-2
NR1D1 modulator	-1	5	/	-3
ABHD4 inh	4	4	59*	-3
PRMT1 FP inh	-3	3	6	-3
UHRF1 MBD2 ctr	-1	-5	-5	13
LEDGF integ inh	-2	0	1	0
rCAG binder	1	0	-1	5
HTRA1 inhibitor	0	-2	24	2

Assay outcomes from PubChem BioAssay.

This is a subset, so the mix of outcomes need not match the whole.
